Screening results deposited in PubChem by several laboratories.
Diaphorase act: counter-screen for diaphorase-based assays: diaphorase activators and chemical reducers | AID 1229 | 190,000 compounds, 0.005% hits | Diaphorase/resazurin coupled assay, resorufin fluorescence, 16 min; stronger effect = higher value; 1 = vehicle wells, 0 = NADH-free wells | activation factor at 20 µM;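 active = diaphorase activity raised at least twofold by the compound at 20 µM; inactive = activation factor below 2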
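System – purified diaphorase enzyme from Clostridium kluyveri · Input – enzyme 0.07 U/mL final · Also added – final NADH 0.114 mM, resazurin 0.1 mM · Measured by – fluorescence of resorufin, 544 nm excitation, 590 nm emission · Timing – 16 min enzyme reaction, ambient temperature · Measure – resorufin increase flagging diaphorase activators or reducers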
FLuc stim CS: firefly luciferase counter-screen for stimulation assays; ATPlite luciferase biochemical, luminescence, 10 min; 0 = ATP-free wells, 1 = DMSO control; AID 1027; 200,000 tested, under 10 active; activation factor at 10 µM; P08659;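 active = luciferase activation factor, scaled between plate controls, of at least 2 with compound at 10 µM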
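Material: luciferase plus luciferin reagent, cell-free. Medium: PBS buffer for ATP. Also added: ATP substrate, dispensed from a 10.24 µM working solution in PBS. Doses: test compounds dosed from 2 mM stocks in 100% DMSO. Incubation: 10 min post-reagent at room temperature. Technique: light output (luminescence). Read-out basis: luminescence gain marking luciferase activators.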
PMI act satM6P: increases human PMI activity with near-saturating mannose 6-phosphate; 190,000 compounds, 0.34% hits; coupled PMI enzyme assay, resazurin fluorescence, 20 min; stronger effect = higher value; 1 = untreated enzyme, 0 = substrate-free blank; activation factor at 20 µM; P34949;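 active = activation factor of 2 or more at 20 µM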
Target sequence (P34949 whole entry, looked up): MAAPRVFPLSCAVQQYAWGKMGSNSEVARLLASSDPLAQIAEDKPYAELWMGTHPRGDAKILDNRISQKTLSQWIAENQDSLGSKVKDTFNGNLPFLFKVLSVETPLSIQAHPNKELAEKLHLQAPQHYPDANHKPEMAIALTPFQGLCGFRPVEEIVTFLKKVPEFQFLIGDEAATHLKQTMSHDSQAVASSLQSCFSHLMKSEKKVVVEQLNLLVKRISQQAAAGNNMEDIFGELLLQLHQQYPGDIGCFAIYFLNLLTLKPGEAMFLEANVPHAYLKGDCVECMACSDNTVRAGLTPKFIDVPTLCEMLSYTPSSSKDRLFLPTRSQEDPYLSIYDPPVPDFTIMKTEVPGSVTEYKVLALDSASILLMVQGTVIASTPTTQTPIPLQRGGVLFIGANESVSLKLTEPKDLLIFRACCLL
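test system = human PMI in coupled enzyme assay | medium = HEPES-buffered pH 7.4 with magnesium and detergent | also added = 1.0 mM mannose-6-phosphate substrate with 0.22 mM NADP+ | compound = 20 µM single dose | times = 20 min incubation at room temperature | measured by = resorufin fluorescence (Ex 544/Em 590 nm) from resazurin via diaphorase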
PMI activator: increases human mannose-6-phosphate isomerase activity; P34949; purified human PMI, coupled resazurin fluorescence, 20 min; stronger effect = higher value; 1 = vehicle control, 0 substrate-free wells; activation factor at 20 µM; 190,000 compounds, 0.005% hits; AID 1214;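 active = activation factor of 2 or more at 20 µM, relative to plate controls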
TNAP inh noacc: inhibitors of human TNAP without phosphate acceptor; P05186; purified TNAP, CDP-star luminescence, 30 min; inhibition, % at 20 µM; 200,000 compounds, 0.26% hits; AID 1012;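 active = tissue-nonspecific alkaline phosphatase inhibition above about 50% at 20 µM in the single-dose screen, limit read from the data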;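 note: 0% = DMSO negative control and 100% = EDTA positive control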
Target sequence (P05186 whole entry, looked up): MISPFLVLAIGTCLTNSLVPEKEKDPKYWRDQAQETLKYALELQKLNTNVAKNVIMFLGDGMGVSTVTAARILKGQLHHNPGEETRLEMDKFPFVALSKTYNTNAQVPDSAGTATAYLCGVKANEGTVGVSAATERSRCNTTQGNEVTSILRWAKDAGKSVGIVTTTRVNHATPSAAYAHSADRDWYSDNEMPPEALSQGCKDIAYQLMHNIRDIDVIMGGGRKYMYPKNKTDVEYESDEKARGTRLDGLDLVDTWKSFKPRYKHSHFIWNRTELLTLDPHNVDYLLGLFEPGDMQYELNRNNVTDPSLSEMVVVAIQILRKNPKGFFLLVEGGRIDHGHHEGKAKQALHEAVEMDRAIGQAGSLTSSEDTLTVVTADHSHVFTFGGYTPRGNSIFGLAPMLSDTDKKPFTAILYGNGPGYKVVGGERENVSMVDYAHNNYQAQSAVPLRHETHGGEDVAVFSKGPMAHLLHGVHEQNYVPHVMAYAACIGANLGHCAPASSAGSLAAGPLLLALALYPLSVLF
G6PDH CS: inhibits Leuconostoc G6PDH, flagging false hits in G6PDH-based assays | Purified L. mesenteroides G6PDH, diaphorase/resazurin coupled fluorescence, 45 min | inhibition, % at 5 µM | 200,000 compounds, 0.12% hits | AID 1020; in the data active = inhibition above about 50%
TNAP inh hiacc: TNAP (human) inhibition, high acceptor. 200,000 compounds, 0.03% hits. AID 1135. inhibition, % at 20 µM. purified TNAP, CDP-star luminescence, 1 M DEA;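 active = over 50% inhibition of tissue-nonspecific alkaline phosphatase at 20 µM in the single-dose screen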;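 note: plate controls were DMSO wells for no effect and EDTA-quenched wells as full inhibition for full effect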
HMGR II inh: E. faecalis class II HMG-CoA reductase inhibition; purified E. faecalis HMGR, NADPH absorbance 340 nm kinetic; inhibition, % at 10 µM; 190,000 compounds, 0.41% hits; AID 1066;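 active = inhibition above a set limit, the median over all tested compounds plus 3 SD, cut at about 9.5% in these data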;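 note: enzyme runs in reverse so mevalonate oxidation gives rising NADPH absorbance; 0% = complete reaction with DMSO and 100% = background rate lacking mevalonate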
TNAP act hi DEA: increases human TNAP activity under high phosphate acceptor concentration. P05186. purified TNAP, CDP-star luminescence, 1 M DEA, 30 min; stronger effect = higher value; 0 = EDTA background, 1 = DMSO-only activity. activation factor at 20 µM. 200,000 tested, under 10 active;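 active = activation factor at least 2 at 20 µM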
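Measured by: Luminescent substrate turnover signal | Test system: Human TNAP | Input: TNAP 1/800 final | Dosing: 20 µM single point | Schedule: 30 min, room temperature | Controls: EDTA wells as negative control, DMSO wells as positive control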
Diaphorase inh: inhibits diaphorase or chemically oxidizes, flagging diaphorase assay artifacts. 190,000 compounds, 0.69% hits. diaphorase resazurin-to-resorufin fluorescence, NADH, 16 min; bacterial (C. kluyveri) enzyme, not human. inhibition, % at 20 µM;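 active = primary screen inhibition at 20 µM above a set limit, cut at about 50% in these data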;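 note: plate controls were DMSO with full reaction for no effect and wells lacking NADH for full effect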
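controls = No-NADH positive control and DMSO neutral control | system = Clostridium kluyveri diaphorase enzyme | timing = reaction incubation of 16 min at room temperature | signal = resorufin fluorescence 544/590 nm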
* marks the source's active call; other numbers are inactive results; / = not tested or not shown.

SMILES	Diaphorase act	FLuc stim CS	PMI act satM6P	PMI activator	TNAP inh noacc	G6PDH CS	TNAP inh hiacc	HMGR II inh	TNAP act hi DEA	Diaphorase inh
COc1cc(NC(=O)CCCC(=O)OCC(F)(F)C(F)F)nc(OC)n1	0.8	1	0.9	0.9	-18	9	-6	0	1.1	20
COc1ccc(CCNc2nc(-c3sc(C)nc3C)cs2)cc1OC	0.9	1	1	1	-7	0	-10	1	1.1	6
CSc1ccccc1-n1nnnc1SCC(=O)NCc1cccs1	1	1.1	1	0.9	1	5	2	-5	1	3
CC(=O)Nc1nc2n(n1)C(c1ccccc1)C=C(c1ccccc1)N2 (stereo unspecified)	0.9	1	1.9	1.6	-9	-2	-4	-1	1	14
COc1ccc(-c2nnc(SCC(=O)Oc3ccc(C)cc3)o2)cc1	0.9	1	1	1.1	-6	4	3	1	1	6
CCOC(=O)c1c(C)[nH]c(C)c1C(=O)CSc1nnc(-c2ccc(OC(F)F)cc2)o1	1	1.1	1.1	1	-3	3	-3	-1	1	-3
CCC(C)/C(C)=N/NC(=O)C1COc2ccccc2O1 (stereo unspecified)	0.9	1	0.9	0.9	-9	-2	3	-4	1	11
Fc1ccc(-c2nnc(Cc3nnc(-c4ccc(F)cc4)o3)o2)cc1	0.8	1.1	0.9	0.9	-7	12	-9	-3	1.1	22
O=C(CCc1ccccc1)NC(NC(=S)Nc1ccc(Br)cc1)C(Cl)(Cl)Cl (stereo unspecified)	1	1	1	1.1	2	12	5	1	1	0
COc1ccc2[nH]c3nc(SCc4nnc(-c5ccccc5)o4)nnc3c2c1	0.9	1	1	1	-3	-3	-4	0	1	10
Cc1ccc2nc(C3CCN(S(=O)(=O)c4ccc5ccccc5c4)CC3)[nH]c2c1	1	1.1	1	0.9	-13	-3	-16	-9	1.2	1
O=C1c2cccc3c([N+](=O)[O-])c(O)cc(c23)C(=O)N1Nc1ccccc1	0.9	1	1	1.2	4	7	15	-5	0.8	13

3 entries from above, arranged by the value under G6PDH CS, smallest number first.
| canonical_smiles | G6PDH CS |
| --- | --- |
| COc1ccc(CCNc2nc(-c3sc(C)nc3C)cs2)cc1OC | 0 |
| CCOC(=O)c1c(C)[nH]c(C)c1C(=O)CSc1nnc(-c2ccc(OC(F)F)cc2)o1 | 3 |
| Fc1ccc(-c2nnc(Cc3nnc(-c4ccc(F)cc4)o3)o2)cc1 | 12 |

(more compounds)
SMILES	Diaphorase act	FLuc stim CS	PMI act satM6P	PMI activator	TNAP inh noacc	G6PDH CS	TNAP inh hiacc	HMGR II inh	TNAP act hi DEA	Diaphorase inh
O=C(c1ccc([N+](=O)[O-])cc1[N+](=O)[O-])N1CCCC1	/	1.1	/	/	-5	8	0	0	1	/
CCCc1cc(=O)[nH]c(SCC(=O)Nc2cc3c(cc2C(C)=O)OCO3)n1	0.8	1	0.9	0.8	-6	9	-2	-3	1	21
Cc1ccc(C)c(NC(=O)c2ccccc2O)c1	0.7	0.8	0.9	0.9	1	11	-3	-1	1	30
O=C(C1CCN(S(=O)(=O)N2CCOCC2)CC1)N1CCN(c2ccccc2)CC1	0.8	1.1	1	1	-14	-2	-7	-6	1.1	20
CN(C)C(/C=C/Nc1ccc(O)cc1)=C(C#N)C#N	0.9	1.1	0.9	1	2	7	2	3	1	8
CCCCNC(=O)c1ccc2c(c1)ncn2C1CCCCC1	0.8	1	0.9	0.9	-14	-16	-4	-5	1	15
Cc1ccc(NCc2nnc(SCC(=O)c3ccccc3)o2)c(C)c1	0.8	1.1	0.9	1	-7	-1	-7	-3	1.1	16
CN1CCc2c(OCC(=O)N3N=C(c4cccs4)CC3c3ccc(F)cc3)cccc2C1=O (stereo unspecified)	0.9	1	1	0.9	-5	-42	5	0	1	13
Clc1ccc(Cc2nc(-c3ccncc3)no2)cc1	0.9	1	0.9	0.9	-4	20	-5	-6	1.1	9
CC(=O)C1=C(O)C(=O)N(c2ccc(S(N)(=O)=O)cc2)C1c1ccccc1F (stereo unspecified)	0.7	1.1	1.1	1.1	-4	6	3	-1	1	27
C#Cc1ccc([C@@H]2C=C(C(=O)N3CCN(Cc4ccc5c(c4)OCO5)CC3)O[C@H](OCC)[C@H]2CCCO)cc1	0.7	1.1	0.8	0.8	-10	15	-7	3	1.1	32
CCn1c(Cc2ccccc2)nnc1SCC(=O)Nc1nccs1	1.2	1	1.2	1	-2	13	-7	-3	1.1	-16

Complete entries as entered above:
Results for CCn1c(Cc2ccccc2)nnc1SCC(=O)Nc1nccs1 → Diaphorase act: 1.2; FLuc stim CS: 1; PMI act satM6P: 1.2; PMI activator: 1; TNAP inh noacc: -2; G6PDH CS: 13; TNAP inh hiacc: -7; HMGR II inh: -3; TNAP act hi DEA: 1.1; Diaphorase inh: -16
Results for Cc1ccc(NCc2nnc(SCC(=O)c3ccccc3)o2)c(C)c1 → Diaphorase act: 0.8; FLuc stim CS: 1.1; PMI act satM6P: 0.9; PMI activator: 1; TNAP inh noacc: -7; G6PDH CS: -1; TNAP inh hiacc: -7; HMGR II inh: -3; TNAP act hi DEA: 1.1; Diaphorase inh: 16

Next part:
SMILES	Diaphorase act	FLuc stim CS	PMI act satM6P	PMI activator	TNAP inh noacc	G6PDH CS	TNAP inh hiacc	HMGR II inh	TNAP act hi DEA	Diaphorase inh
O=C(CO/N=C/c1ccc(OC(F)F)cc1)NCc1ccco1	0.9	1.1	1	1.1	-18	1	-6	-2	1.1	11
CN(C)S(=O)(=O)c1ccc(Cl)c(C(=O)Nc2cccc([N+](=O)[O-])c2)c1	0.8	1.1	0.8	0.9	-10	6	-2	1	1	24
CCn1nnnc1SCC(=O)c1cc(OC)ccc1OC	0.8	1	0.8	1	-7	8	-1	-4	1	19
C=CCn1c(SCC(=O)O)nc2sc(CC)cc2c1=O	1.1	1	1.1	1.1	-8	11	0	0	1	-11
O=C(c1ccc(CNS(=O)(=O)c2cccc(C(F)(F)F)c2)cc1)N1CCOCC1	1.1	1	1	1	-9	2	-2	-8	1	-8
Cc1[nH]c2ccccc2c1C(=O)CSc1ccccn1	1.1	1	1	1	-6	4	-5	-2	1.1	-6
CC1CCCCN1C(=O)CSc1nnc(-c2ccc(Cl)s2)o1 (stereo unspecified)	0.9	1	1	1	-8	2	-4	1	1	14
CN(C)C(=O)c1c([N+](=O)[O-])ncn1C	0.9	1.1	0.9	0.9	-7	-8	-4	-3	1	14
COc1nc(NCCc2ccc(OC)c(OC)c2)nc(NC(C)(C)CO)n1	1	1	1.1	1.1	-10	5	-2	0	1	1
Cn1c(CNc2nc(-c3ccccc3)cs2)nnc1SCC(=O)OC1CCCCC1	0.9	1.1	1	1.1	-7	0	-1	-5	1	13
Cc1ccc(N(C(=O)C(F)(F)F)C(C(=O)NC2CCCCC2)c2cccs2)cc1 (stereo unspecified)	0.9	1	0.9	0.9	-2	-1	5	-3	0.9	11
Cc1ccccc1-n1c(=O)cc(N2CCc3ccccc32)[nH]c1=O	1.1	1	1	0.9	-5	24	-7	-4	1.1	-9
COc1ccc(NC(=O)c2ccccc2NC(=O)C2CCCO2)cc1 (stereo unspecified)	1	1	1	0.9	-6	7	2	0	1	1
CCC(C)NC(=O)CN(c1cc(Cl)ccc1OC)S(C)(=O)=O (stereo unspecified)	1.1	1	1.1	1	-16	6	-4	1	1	-7
COCC(C)NC(=O)c1cc(OC)cc(OC)c1 (stereo unspecified)	0.9	1.1	0.9	0.9	-2	2	-1	-1	1	14
O=C(Nc1ccccc1N1CCCCC1)c1ccco1	0.9	1.1	1	1.1	0	7	-6	-5	1.1	10
CC1CN(S(=O)(=O)c2cccc(-c3csc(-c4ccccc4)n3)c2)CC(C)O1 (stereo unspecified)	0.8	1	0.9	0.9	5	10	0	-8	1	19
CN1CCN(CCC(=O)N2c3ccccc3Sc3ccc(Cl)cc32)CC1	0.9	1	1	1	-12	8	-6	-1	1.1	8
COc1ccc(CCC(=O)NCCc2cn3c(C)csc3n2)cc1	0.8	1	1	0.9	-11	6	-2	0	1	19
c1ccc2c(c1)[nH]c1c(N3CCC4(CC3)OCCO4)ncnc12	0.8	1	1	0.9	-9	1	-3	1	1	16
CCOC(=O)CSc1ncccn1	0.9	1.1	1.1	1	-13	1	-6	1	1.1	14
CC1CC1C(=O)OCC(=O)NCc1ccccc1Cl (stereo unspecified)	1	1	1.1	1	-4	-1	2	-5	1	4
CC(=O)Nc1nc(C2COc3ccccc3O2)cs1 (stereo unspecified)	0.7	0.9	0.9	0.9	-12	-16	-3	1	1	26
COc1ccc(Cl)cc1NC(=S)N1CCCC1	0.8	1.1	0.8	0.9	-9	2	-4	-1	1	18
O=C(CSc1ncnc2nc[nH]c12)NCCc1ccccc1	1	1	1.1	1.1	1	13	-5	2	1	-4
Cc1cc(=O)oc2cc(NC(=S)NCc3cccnc3)ccc12	0.9	1	1	1.1	-9	-3	-3	0	1	7
O=C(CCc1ccc(S(=O)(=O)NCCc2ccccc2)cc1)N1CCN(Cc2ccc3c(c2)OCO3)CC1	0.8	1.1	0.9	0.9	4	4	-9	2	1.1	23
COc1ccc(NC(=O)C(C)Oc2ccc(/C(C)=N\O)cc2)cc1 (stereo unspecified)	1	1.1	1	1	-4	6	0	1	1	4
O=C1CCCN1CC(O)CS(=O)(=O)c1ccccc1 (stereo unspecified)	0.9	1	0.9	0.9	-5	6	-2	2	1	8
COCC(=O)Nc1cccc2ccccc12	1.1	1	1.1	1	-2	3	4	-7	1	-8
Cc1ccc(-c2nc(CN3CCN(c4cnccn4)CC3)c(C)o2)o1	1.1	1	0.9	1	-6	19	0	-2	1	-6
Cc1cc(NC(=O)c2cc(CC(C)C)on2)no1	0.9	0.8	0.8	0.8	-13	6	-2	-10	1	10
Cc1ccc(N2CC(C(=O)NCc3cccnc3)CC2=O)cc1 (stereo unspecified)	0.9	1	1	0.9	-6	-2	1	2	1	6
COc1ccc(C(=O)C(/C=N/O)=N/Nc2ccc(F)cc2)cc1	1	1	1.1	1.2	11	2	5	0	0.9	-2
Cc1sc(NC(=O)CN(Cc2ccccc2)C(=O)C(C)C)c(C(N)=O)c1C	0.8	1	1	1	14	-12	1	1	1	20
COc1ccc(OC)c(C(C)NC=O)c1 (stereo unspecified)	0.9	1.1	1	0.9	-12	-15	-3	-7	1	6
C=CCn1c(SCc2c(Cl)cccc2Cl)nnc1-c1cccnc1	0.8	1.1	1	1	-11	-2	-6	-2	1.1	15

Random draw from the library; any-hit rate near 1.7%.
